Screening data: PubChem, several laboratories
JNK3 blocker: inhibitors of human JNK3 kinase; P53779; purified JNK3 kinase activity, HTS; inhibition, % at 8 µM; actives 0.61% (n = 60,000); in the data active means inhibition above about 17%;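 further: 0% = DMSO and 100% = reference inhibitor; many of its hits are not listed in these tables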
Target sequence (P53779 whole entry, looked up): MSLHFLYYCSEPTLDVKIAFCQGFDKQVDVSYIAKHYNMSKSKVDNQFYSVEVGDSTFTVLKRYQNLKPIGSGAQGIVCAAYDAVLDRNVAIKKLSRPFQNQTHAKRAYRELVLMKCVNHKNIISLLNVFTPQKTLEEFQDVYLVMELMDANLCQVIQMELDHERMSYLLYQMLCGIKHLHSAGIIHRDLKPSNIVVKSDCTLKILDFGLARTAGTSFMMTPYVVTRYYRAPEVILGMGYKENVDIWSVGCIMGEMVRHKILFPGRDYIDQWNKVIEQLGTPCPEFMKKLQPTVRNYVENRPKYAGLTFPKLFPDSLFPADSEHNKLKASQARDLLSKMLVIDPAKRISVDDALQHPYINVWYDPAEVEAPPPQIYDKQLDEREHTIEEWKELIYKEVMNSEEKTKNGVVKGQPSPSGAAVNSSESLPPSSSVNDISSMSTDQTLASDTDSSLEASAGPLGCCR
Autofluor 339: intrinsic fluorescence of library compounds, ex339/em460 – biochemical, MLSMR library, data from DPM-DC assay, artefact control, profiling panel; compound autofluorescence, ex339/em460 nm, NADH buffer; stronger effect = higher value; 1 = no-compound wells, NADH background; fluorescence fold increase at 10 µM; actives 5.5% (n = 65,000); AID 709;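 active means at 10 µM, mean starting fluorescence two-fold or more over control wells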;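 further: signal is the first read of a kinetic run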
Hsp90 inh: displaces geldanamycin probe from tumor Hsp90. P07900. NCI-N417 lysate Hsp90, Cy3B-geldanamycin FP displacement. inhibition, % at 30 µM. actives 0.35% (n = 64,000). AID 429;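 active means inhibition above 50%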;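 further: 0% = tracer plus lysate wells and 100% = tracer alone without lysate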
Cdc25B block: inhibitors of human Cdc25B phosphatase. recombinant Cdc25B, OMFP fluorescence Ex485/Em525. inhibition, %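 (compounds tested at 10 µM final in the well)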. actives 0.1% (n = 65,000). AID 368; in the data active means inhibition above about 50%
HER2 expr 66K: lowers expression of human Her2 kinase; actives 0.69% (n = 65,000); P04626; HER2 level % of control, % at 10 µM; SKBR-3 HER2 protein level, AlphaScreen, 18-24 h; stronger effect = lower value;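 active means HER2 level under 5% of the carrier-only control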;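 further: 100% = DMSO carrier and 0% = 500 nM PU-H71 HSP90 inhibitor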
ROCK2 inh: ROCK2 (human) kinase inhibition; actives 0.35% (n = 60,000); AID 604; inhibition, % at 6 µM; O75116; purified ROCK2, Kinase-Glo ATP depletion luminescence;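 active means inhibition above the screen-wide mean inhibition plus 3 SD, cut at about 18% in these data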;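 further: plate controls were DMSO wells for no effect and Y-27632 control wells after no-enzyme background subtraction for full effect; many of its hits are not listed in these tables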
PKA inh: inhibitors of human protein kinase A; PKA Kemptide phosphorylation, Kinase-Glo ATP luminescence; inhibition, % at 6 µM; actives 0.1% (n = 65,000); AID 524;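 active means inhibition above the screen-wide mean inhibition plus 3 SD, cut at about 21% in these data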; further: many of its hits are not listed in these tables
DUSP1 inh: inhibitors of human MKP-1 phosphatase. recombinant MKP-1, OMFP hydrolysis fluorescence. inhibition, %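 (compounds tested at a single concentration somewhere between 10 and 100 µM)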. P28562. actives 0.15% (n = 65,000);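 active means inhibition above about 50%, limit read from the data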;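 further: 0% = DMSO max control wells and 100% = wells with enzyme stopped by NaOH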
Target sequence (P28562 whole entry, looked up): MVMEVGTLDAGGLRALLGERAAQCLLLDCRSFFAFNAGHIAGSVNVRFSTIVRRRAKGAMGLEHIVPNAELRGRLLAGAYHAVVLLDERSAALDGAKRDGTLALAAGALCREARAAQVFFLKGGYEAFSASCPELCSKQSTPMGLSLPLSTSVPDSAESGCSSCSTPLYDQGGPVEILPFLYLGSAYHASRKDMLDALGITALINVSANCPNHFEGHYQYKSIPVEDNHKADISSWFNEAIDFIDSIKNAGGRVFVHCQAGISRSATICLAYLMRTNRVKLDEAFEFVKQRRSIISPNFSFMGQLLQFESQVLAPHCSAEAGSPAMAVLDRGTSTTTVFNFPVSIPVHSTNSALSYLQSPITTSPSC
Abs 340nm: absorbance at 340 nm. compound absorbance at 340 nm, fold over control. fold change at 10 µM. 65,000 tested, under 10 active;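 active means at 10 µM dose, initial 340 nm absorbance at least 2 fold that of control wells; inactive means change under 2 fold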;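 further: initial absorbance extrapolated from kinetic A340 decline of NADH oxidation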
An asterisk follows results filed as active.

O=C(Cc1ccccc1)Nc1ccc(NC(=O)C2CC2)nc1 was read as JNK3 blocker 7.2, Autofluor 339 1.1, Hsp90 inh 1.3, Cdc25B block -4.3, HER2 expr 66K 87.1, ROCK2 inh -0.4, PKA inh 2.1, DUSP1 inh 2.0 and Abs 340nm 1.02.
O=C(Nc1ccc2c(c1)OCO2)C1Cc2ccccc2CN1S(=O)(=O)c1cccs1 (stereo not drawn) was read as JNK3 blocker -4.3, Autofluor 339 1.04, Hsp90 inh -3.8, Cdc25B block 29.2, HER2 expr 66K 92.6, ROCK2 inh 3.1, PKA inh 5.7, DUSP1 inh 35.4 and Abs 340nm 1.01.
`O=C(CCCCn1c(=O)c2ccccc2n(CC(=O)Nc2ccc(F)cc2)c1=O)NCc1ccco1` gave JNK3 blocker -4.2, Autofluor 339 1.13, Hsp90 inh 0.8, Cdc25B block -7.2, HER2 expr 66K 77.6, ROCK2 inh -1.3, PKA inh 1.5, DUSP1 inh 9.2 and Abs 340nm 0.99.
For COc1ccccc1NC(=O)CCN1CCN(CCC(=O)Nc2ccccc2OC)CC1 the results were JNK3 blocker -5.1, Autofluor 339 1.13, Hsp90 inh 1.4, Cdc25B block 2.7, HER2 expr 66K 77.1, ROCK2 inh 4.1, PKA inh -10.7, DUSP1 inh -12.1 and Abs 340nm 1.02.
Screening Cn1c(=O)c2c(ncn2CC(=O)N2CCN(c3ccccc3)CC2)n(C)c1=O returned JNK3 blocker 0.6, Autofluor 339 1.12, Hsp90 inh -8.0, Cdc25B block -7.6, HER2 expr 66K 88.8, ROCK2 inh 5.7, PKA inh 7.5, DUSP1 inh -0.1 and Abs 340nm 1.08.
Screening COCCCNC(=O)c1ccc2c(c1)ncn2-c1ccccc1OC returned JNK3 blocker 5.6, Autofluor 339 1.07, Hsp90 inh 4.8, Cdc25B block -10.4, HER2 expr 66K 113.5, ROCK2 inh 2.6, PKA inh 3.8, DUSP1 inh 5.2 and Abs 340nm 1.01.
For CCCn1c(=N)n(CC(O)c2ccco2)c2ccccc21 (stereo not drawn) the results were JNK3 blocker 2.6, Autofluor 339 1.07, Hsp90 inh -2.4, Cdc25B block -3.3, HER2 expr 66K 106.1, ROCK2 inh 0.8, PKA inh 14.4, DUSP1 inh -0.1 and Abs 340nm 0.8.
`C=CCN(C(=O)CNC(=O)c1ccco1)C(C(=O)NC1CCCCC1)c1ccc(F)cc1` (stereo not drawn) gave JNK3 blocker 0.6, Autofluor 339 1.07, Hsp90 inh 1.2, Cdc25B block 3.9, HER2 expr 66K 80.0, ROCK2 inh 1.6, PKA inh 8.9, DUSP1 inh 14.6 and Abs 340nm 0.98.
For CC(C)Sc1nc2c(c(=O)[nH]c(=O)n2C)n1C the results were JNK3 blocker -3.2, Autofluor 339 1.07, Hsp90 inh -0.1, Cdc25B block 2.1, HER2 expr 66K 104.2, ROCK2 inh -4.8, PKA inh -1.8, DUSP1 inh 2.1 and Abs 340nm 1.03.
Screening CCCCNC(=O)CCCn1c(=O)c2ccccc2n(CC(=O)NCCC2=CCCCC2)c1=O returned JNK3 blocker -4.3, Autofluor 339 1.06, Hsp90 inh -1.1, Cdc25B block -6.5, HER2 expr 66K 84.4, ROCK2 inh -1.6, PKA inh -1.2, DUSP1 inh 2.6 and Abs 340nm 1.
CCn1ccnc1C(O)c1cccc(OC)c1OC (stereo not drawn) was read as JNK3 blocker 4.0, Autofluor 339 1.04, Hsp90 inh 2.3, Cdc25B block -6.6, HER2 expr 66K 97.5, ROCK2 inh 1.9, PKA inh -7.0, DUSP1 inh 1.3 and Abs 340nm 1.02.
CCOC(=O)CSC1=C(C#N)C(c2ccc(C)o2)CC(=O)N1 (stereo not drawn) was read as JNK3 blocker 5.6, Autofluor 339 1.03, Hsp90 inh -2.1, Cdc25B block 4.4, HER2 expr 66K 51.2, ROCK2 inh -0.7, PKA inh -5.0, DUSP1 inh 0.6 and Abs 340nm 0.99.
For O=C(Cn1cnc2c(cnn2-c2ccc(F)cc2)c1=O)N1CCN(c2ccccc2)CC1 the results were JNK3 blocker 0.7, Autofluor 339 1.01, Hsp90 inh 0.3, Cdc25B block -6.0, HER2 expr 66K 78.8, ROCK2 inh 2.1, PKA inh -0.1, DUSP1 inh -12.5 and Abs 340nm 0.97.
`CCOc1ccc(/C(O)=C2\C(=O)C(=O)N(CCN(C)C)C2c2cccc(OC)c2OC)cc1Cl` (stereo not drawn) gave JNK3 blocker -7.7, Autofluor 339 1.03, Hsp90 inh -1.6, Cdc25B block -14.9, HER2 expr 66K 97.5, ROCK2 inh 12.6, PKA inh 12.3, DUSP1 inh 30.4 and Abs 340nm 1.11.
`CCc1nc(SCC(=O)N2CCC(C)CC2)c2c(=O)n(C)c(=O)n(C)c2n1` gave JNK3 blocker -0.7, Autofluor 339 1.12, Hsp90 inh -5.0, Cdc25B block 0.2, HER2 expr 66K 91.1, ROCK2 inh 1.9, PKA inh 3.5, DUSP1 inh 13.0 and Abs 340nm 1.
CN1C(=S)SC(C)(NO)C1(C)C (stereo not drawn) was read as JNK3 blocker -5.0, Autofluor 339 1.03, Hsp90 inh 0.3, Cdc25B block 4.2, HER2 expr 66K 78.5, ROCK2 inh -1.1, PKA inh -2.2, DUSP1 inh 5.2 and Abs 340nm 0.99.
`N#CC(C(=O)C12CC3CC(CC(C3)C1)C2)c1nc2ccccc2[nH]1` (stereo not drawn) gave JNK3 blocker 4.1, Autofluor 339 1.21, Hsp90 inh -7.7, Cdc25B block -5.8, HER2 expr 66K 72.5, ROCK2 inh -1.9, PKA inh 1.6, DUSP1 inh 11.2 and Abs 340nm 1.06.
`CCOC(=O)C1=C(C)OC(N)=C(C#N)C1c1ccoc1` (stereo not drawn) gave JNK3 blocker 4.7, Autofluor 339 1.03, Hsp90 inh -2.8, Cdc25B block 4.6, HER2 expr 66K 100.3, ROCK2 inh 4.4, PKA inh 9.7, DUSP1 inh -8.8 and Abs 340nm 0.98.
For COC(=O)CN(c1ccc(F)cc1)S(=O)(=O)c1ccc2c(c1)OCCO2 the results were JNK3 blocker -3.6, Autofluor 339 1.04, Hsp90 inh -1.6, Cdc25B block -7.1, HER2 expr 66K 201.1, ROCK2 inh 0.7, PKA inh 0.6, DUSP1 inh -0.5 and Abs 340nm 1.02.
`Cc1cc(-c2ccccc2)c2nncn2n1` gave JNK3 blocker -2.4, Autofluor 339 1.2, Hsp90 inh -2.5, Cdc25B block -1.4, HER2 expr 66K 91.3, ROCK2 inh -0.3, PKA inh -5.2, DUSP1 inh -2.7 and Abs 340nm 1.
Screening CCOc1ccccc1C1CC(=O)Nc2cc(OC)c(OC)c(OC)c21 (stereo not drawn) returned Autofluor 339 1.07, Hsp90 inh -3.4, Cdc25B block -2.0, HER2 expr 66K 63.2, PKA inh 6.6, DUSP1 inh 0.9 and Abs 340nm 1.01.
Screening COc1ccccc1Oc1cc(C#N)c(C#N)cc1-n1nnc2ccccc21 returned JNK3 blocker 1.8, Autofluor 339 1.04, Hsp90 inh 0.2, Cdc25B block -10.5, HER2 expr 66K 93.4, ROCK2 inh 4.8, PKA inh 5.9, DUSP1 inh 8.0 and Abs 340nm 0.96.
Nc1nnnn1/N=C/C=C/c1ccccc1 was read as JNK3 blocker -1.8, Autofluor 339 1.02, Hsp90 inh 4.6, Cdc25B block 7.2, HER2 expr 66K 83.7, ROCK2 inh -5.3, PKA inh -7.2, DUSP1 inh -5.6 and Abs 340nm 1.16.
Cc1ccc(CNC(=O)C2CC(=O)N(C3CCCCCCC3)C2)cc1 (stereo not drawn) was read as JNK3 blocker -2.2, Autofluor 339 1.1, Hsp90 inh 0.2, Cdc25B block 1.2, HER2 expr 66K 78.0, ROCK2 inh 4.3, PKA inh 6.4, DUSP1 inh 7.8 and Abs 340nm 0.98.
`COCCn1c(C)cc(C(=O)CSc2ncnc3sc4c(c23)CCC4)c1C` gave JNK3 blocker -5.8, Autofluor 339 1.55, Hsp90 inh -15.3, Cdc25B block -0.9, HER2 expr 66K 102.5, ROCK2 inh 1.6, PKA inh -1.4, DUSP1 inh 9.2 and Abs 340nm 1.04.
Screening CSCCC(NC(=O)c1ccco1)C(=O)OCC(=O)Nc1sccc1C#N (stereo not drawn) returned JNK3 blocker 9.2, Autofluor 339 1.07, Hsp90 inh -8.0, Cdc25B block 2.4, HER2 expr 66K 101.1, ROCK2 inh 2.2, PKA inh 1.3, DUSP1 inh -2.6 and Abs 340nm 1.05.
Cc1cc(C)n2nc(C(=O)N3CCOCC3)nc2n1 was read as JNK3 blocker 1.3, Autofluor 339 1.08, Hsp90 inh -3.4, Cdc25B block -3.2, HER2 expr 66K 111.5, ROCK2 inh 6.6, PKA inh 11.1, DUSP1 inh 12.7 and Abs 340nm 1.02.
For O=C1NCCCc2nonc21 the results were JNK3 blocker -2.8, Autofluor 339 1.07, Hsp90 inh -1.6, Cdc25B block -0.8, HER2 expr 66K 96.9, ROCK2 inh 9.0, PKA inh 5.0, DUSP1 inh -32.8 and Abs 340nm 1.03.
`Cc1nnc(Sc2nc3c(c(=O)[nH]c(=O)n3C)n2CCCc2ccccc2)s1` gave JNK3 blocker 1.4, Autofluor 339 1.07, Hsp90 inh -1.1, Cdc25B block -7.0, HER2 expr 66K 85.3, ROCK2 inh -1.4, PKA inh -8.5, DUSP1 inh 9.0 and Abs 340nm 1.
CC(=O)N1CCc2cc(S(=O)(=O)NCCC(=O)NCCc3ccc(C)cc3)ccc21 was read as JNK3 blocker 5.3, Autofluor 339 1.13, Hsp90 inh -1.3, Cdc25B block 8.4, HER2 expr 66K 133.2, ROCK2 inh 0.9, PKA inh -0.1, DUSP1 inh 4.2 and Abs 340nm 1.
Screening Cc1onc(-c2ccccc2)c1C(=O)Nc1nnc(N2CCCCCC2)s1 returned JNK3 blocker -2.3, Autofluor 339 1.08, Hsp90 inh -3.6, Cdc25B block -2.3, HER2 expr 66K 116.5, ROCK2 inh 3.7, PKA inh 3.6, DUSP1 inh 19.4 and Abs 340nm 1.08.
CCOC(=O)C1CCCN(C(=O)c2sc3nc(-c4ccc(F)cc4)cn3c2C)C1 (stereo not drawn) was read as JNK3 blocker 0.0, Autofluor 339 1.11, Hsp90 inh -2.5, Cdc25B block -20.0, HER2 expr 66K 92.3, ROCK2 inh 0.0, PKA inh -2.5, DUSP1 inh 33.0 and Abs 340nm 1.01.
For Cn1c(=O)n(CC(=O)Nc2ccccc2)c2ccccc21 the results were JNK3 blocker 14.3, Autofluor 339 1.08, Hsp90 inh -0.2, Cdc25B block 7.3, HER2 expr 66K 143.4, ROCK2 inh 2.0, PKA inh 6.8, DUSP1 inh -19.7 and Abs 340nm 1.01.
Screening COc1ccc(NC(=O)C(Cc2ccccc2)NC(=O)c2ccco2)cc1OC (stereo not drawn) returned JNK3 blocker 3.7, Autofluor 339 1, Hsp90 inh 6.6, Cdc25B block -9.5, HER2 expr 66K 139.7, ROCK2 inh 6.0, PKA inh 8.9, DUSP1 inh -5.2 and Abs 340nm 0.98.
O=C(O)CSc1nnc(-c2cc3ccccc3o2)n1-c1ccccc1 was read as JNK3 blocker -2.9, Autofluor 339 1.18, Hsp90 inh 1.2, Cdc25B block -10.5, HER2 expr 66K 85.7, ROCK2 inh 4.3, PKA inh 1.4, DUSP1 inh 6.6 and Abs 340nm 1.02.

An excerpt from above in order of heavy-atom count, low to high.
Cc1cc(C)n2nc(C(=O)N3CCOCC3)nc2n1 was read as JNK3 blocker 1.3, Autofluor 339 1.08, Hsp90 inh -3.4, Cdc25B block -3.2, HER2 expr 66K 111.5, ROCK2 inh 6.6, PKA inh 11.1, DUSP1 inh 12.7 and Abs 340nm 1.02.
Screening Cc1onc(-c2ccccc2)c1C(=O)Nc1nnc(N2CCCCCC2)s1 returned JNK3 blocker -2.3, Autofluor 339 1.08, Hsp90 inh -3.6, Cdc25B block -2.3, HER2 expr 66K 116.5, ROCK2 inh 3.7, PKA inh 3.6, DUSP1 inh 19.4 and Abs 340nm 1.08.
`Cc1nnc(Sc2nc3c(c(=O)[nH]c(=O)n3C)n2CCCc2ccccc2)s1` gave JNK3 blocker 1.4, Autofluor 339 1.07, Hsp90 inh -1.1, Cdc25B block -7.0, HER2 expr 66K 85.3, ROCK2 inh -1.4, PKA inh -8.5, DUSP1 inh 9.0 and Abs 340nm 1.

This is a subset, so the mix of outcomes need not match the whole.
